High-throughput results (PubChem BioAssay)
GCN5L2 inh: GCN5L2 (KAT2A) acetyltransferase inhibition; GCN5L2 HAT assay, ThioGlo1 CoA-SH fluorescence; Potency, µM (series often up to 58.9 µM), for the others: at the top dose activity change, negative = inhibition, actives largely listed as inhibitors; 390,000 tested, 0.21% active; AID 504327
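GCN5L2 (20 nM) in 50mM HEPES pH 7.5, 0.1mM EDTA, 0.01% Tween-20 preincubated 15 min with compounds at room temperature. Reaction started with H3(1-25) 75uM, acetyl-CoA 70uM, ThioGlo1 50uM; CoA-thiol fluorescence (Ex340/Em540) read at 0 and 20 min.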
FEN1 inhibitor: human FEN1 inhibition | P39748 | Recombinant FEN1 flap cleavage, fluorescence, 15 min | Potency, µM (titrated, usually from 114 µM), for the others: top-dose activity change, negative = inhibition, usual class: inhibitors | 390,000 tested, 0.35% active | AID 588795; note: nearly all actives have a fitted effect of over 65% in size
Target sequence (P39748 whole entry, looked up): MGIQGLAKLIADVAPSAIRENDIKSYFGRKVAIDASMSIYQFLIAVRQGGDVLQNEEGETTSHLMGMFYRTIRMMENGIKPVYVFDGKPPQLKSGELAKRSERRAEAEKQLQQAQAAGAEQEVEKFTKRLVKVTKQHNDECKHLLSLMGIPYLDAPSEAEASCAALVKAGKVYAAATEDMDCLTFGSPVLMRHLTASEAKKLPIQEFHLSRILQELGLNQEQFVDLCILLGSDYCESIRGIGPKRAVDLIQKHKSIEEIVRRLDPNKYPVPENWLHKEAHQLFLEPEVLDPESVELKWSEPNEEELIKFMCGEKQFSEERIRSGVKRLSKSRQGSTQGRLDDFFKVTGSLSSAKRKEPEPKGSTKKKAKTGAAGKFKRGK
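Concentration–response screening of FEN1 (10 nM): 15 min compound preincubation at room temperature, reaction started with 50 nM substrate and read at 0 and 15 min. Corrected, normalized data were fitted by a four-parameter Hill equation.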
N370S GC mod: inhibitors or activators of N370S glucocerebrosidase for Gaucher disease; P04062; N370S GC spleen homogenate, 4MU-glucoside fluorescence; Potency, µM (series often up to 59.4 µM), for the others: at the highest dose activity change, negative = inhibition, actives largely listed as inhibitors; 330,000 tested, 0.092% active; AID 2101;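 note: 0% = full enzyme activity and -100% = no enzyme basal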
* marks the source's active call; other numbers are inactive results; ? = inconclusive; · = not tested or not shown; & = joins results of further samples; [ ] = remark or other dose. Calls come from the whole dose curve; as a rule, active = well fitted curve in the direction sought with a large enough effect; inconclusive = small, poorly fitted or top-dose-only effect, or another doubt; inactive = no such curve, though single readings can be large; an effect the other way counts as inactive or inconclusive. Unless noted, % is set by controls: 0 for no effect and ±100 for the full control effect; potency is the fitted concentration of half-maximal effect.

SMILES	GCN5L2 inh	FEN1 inhibitor	N370S GC mod
CC1(C)Cc2ccccc2C(CSc2ccccc2C(=O)O)=N1	1%	-6%	24%
O=C(COC(=O)c1ccccc1O)NCC1COc2ccccc2O1 (stereo not drawn)	-4%	-6%	·
C[C@@H](C1=C(CCN(C)C)Cc2ccccc21)c1ccccn1	-16%	·	-6%
CC(C)CC(=O)Nc1ccc2c(c1)nc(CCN1CCCCC1)n2C	-1%	16%	-9%
Cc1ccc(S(=O)(=O)N2CCCCC2)cc1C(=O)OC1CCCCC1=O (stereo not drawn)	-2%	4%	15%
CCSCc1nnc(SCC(=O)c2ccc(OC)cc2)n1C	0%	0%	-3%
O=C(NC(=S)Nc1cc(C(F)(F)F)ccc1Cl)c1ccccc1	-2%	-6%	-7%
CCNc1ccc(C(=O)OCC(=O)NCc2ccccc2Cl)cc1[N+](=O)[O-]	18%	0%	5%
CCCCN(C)CCCNC(=O)c1cc(-c2ccc(Br)s2)nc2ccccc12	-7%	-9%	·
Cc1cc(C(=O)Nc2ccc(Cl)cc2)c(C)n1-c1ccccc1	-3%	-6%	13%
COc1cc(OC)cc(-c2nnc(SCc3c(F)cccc3Cl)o2)c1	-3%	-3%	22%
COc1ccc(OC)c(C(=O)c2ccccc2)c1	-1%	4%	1%
C[n+]1ccccc1/C=C/c1ccc(C#N)cc1	?	3%	-2%
O=C(NCc1ccccn1)C1CN(S(=O)(=O)c2ccccc2)CCN1S(=O)(=O)c1ccccc1 (stereo not drawn)	-1%	-2%	3%
Cc1cnc(NC(=O)CSc2ccc(Cl)cc2)s1	-8%	2%	0%
Cc1ccc(CSc2nnc(-c3cnccn3)n2C)cc1	3%	1%	2%
CCC(=O)Nc1cccc(-c2cn3ccsc3n2)c1	-5%	8%	3%
O=C(O)Cn1c(CCS(=O)(=O)c2ccc(Br)cc2)nc2ccccc21	-1%	3%	0%
Cc1cccc(CSCc2ccc(C(=O)NC(C)C)o2)c1	-2%	16%	-6%
CCn1cc(-c2cc(C(=O)O)c3ccccc3n2)c(C)n1	-5%	10%	9%
Cc1ccc(C)c(OCC(O)CN2CCC(Cc3ccccc3)CC2)c1 (stereo not drawn)	-2%	22%	-9%
CCCn1nc(CC(=O)OCC)c2ccccc2c1=O	-13%	6%	5%
COC(=O)c1ccc(C(=O)OC)c(NC(=O)CSCc2ccc(Cl)cc2)c1	-14%	14%	-20%
C=CCc1cccc(Cl)c1OCCON1C(=O)CCC1=O	2%	-13%	2%
Cc1cccc(NC(=O)Cn2nnc(-c3cccs3)n2)c1C	2%	0%	2%

22 entries from above, with bars between the fields:
structure | GCN5L2 inh | FEN1 inhibitor | N370S GC mod
CC1(C)Cc2ccccc2C(CSc2ccccc2C(=O)O)=N1 | 1% | -6% | 24%
O=C(COC(=O)c1ccccc1O)NCC1COc2ccccc2O1 (stereo not drawn) | -4% | -6% | ·
C[C@@H](C1=C(CCN(C)C)Cc2ccccc21)c1ccccn1 | -16% | · | -6%
CC(C)CC(=O)Nc1ccc2c(c1)nc(CCN1CCCCC1)n2C | -1% | 16% | -9%
Cc1ccc(S(=O)(=O)N2CCCCC2)cc1C(=O)OC1CCCCC1=O (stereo not drawn) | -2% | 4% | 15%
CCSCc1nnc(SCC(=O)c2ccc(OC)cc2)n1C | 0% | 0% | -3%
O=C(NC(=S)Nc1cc(C(F)(F)F)ccc1Cl)c1ccccc1 | -2% | -6% | -7%
CCNc1ccc(C(=O)OCC(=O)NCc2ccccc2Cl)cc1[N+](=O)[O-] | 18% | 0% | 5%
CCCCN(C)CCCNC(=O)c1cc(-c2ccc(Br)s2)nc2ccccc12 | -7% | -9% | ·
Cc1cc(C(=O)Nc2ccc(Cl)cc2)c(C)n1-c1ccccc1 | -3% | -6% | 13%
COc1cc(OC)cc(-c2nnc(SCc3c(F)cccc3Cl)o2)c1 | -3% | -3% | 22%
COc1ccc(OC)c(C(=O)c2ccccc2)c1 | -1% | 4% | 1%
C[n+]1ccccc1/C=C/c1ccc(C#N)cc1 | ? | 3% | -2%
O=C(NCc1ccccn1)C1CN(S(=O)(=O)c2ccccc2)CCN1S(=O)(=O)c1ccccc1 (stereo not drawn) | -1% | -2% | 3%
Cc1cnc(NC(=O)CSc2ccc(Cl)cc2)s1 | -8% | 2% | 0%
Cc1ccc(CSc2nnc(-c3cnccn3)n2C)cc1 | 3% | 1% | 2%
CCC(=O)Nc1cccc(-c2cn3ccsc3n2)c1 | -5% | 8% | 3%
O=C(O)Cn1c(CCS(=O)(=O)c2ccc(Br)cc2)nc2ccccc21 | -1% | 3% | 0%
Cc1cccc(CSCc2ccc(C(=O)NC(C)C)o2)c1 | -2% | 16% | -6%
CCn1cc(-c2cc(C(=O)O)c3ccccc3n2)c(C)n1 | -5% | 10% | 9%
Cc1ccc(C)c(OCC(O)CN2CCC(Cc3ccccc3)CC2)c1 (stereo not drawn) | -2% | 22% | -9%
CCCn1nc(CC(=O)OCC)c2ccccc2c1=O | -13% | 6% | 5%

Going on with the list.
SMILES	GCN5L2 inh	FEN1 inhibitor	N370S GC mod
CCOC(=O)c1nnc2cc(-c3ccccc3)nn2c1C	-8%	4%	10%
CCOC(=O)c1ccccc1NC(=O)N1CCC(N2CCN(Cc3ccccc3)C(=O)C2=O)CC1	-7%	0%	·
O=S(=O)(NCc1ccccc1)c1ccc(S(=O)(=O)N(Cc2cccs2)CC2CCCO2)cc1 (stereo not drawn)	0%	1%	2%
COc1ccccc1N1CCN(C(=O)c2cccc(N3C(=O)NC4CC3(C)Oc3ccccc34)c2)CC1 (stereo not drawn)	4%	-3%	-1%
Cc1cccc(NC(=O)c2cc([N+](=O)[O-])ccc2N2CCCCC2)n1	-11%	-1%	23%
O=C(C[C@H]1C/C=C/CC[C@H](Cc2ccc(F)cc2)C(=O)O[C@H](c2ccccc2)CNC1=O)NCCO	-2%	17%	·
CCn1ccnc1CN(C)C(=O)c1cc(COc2ccc(-n3cncn3)cc2)on1	-4%	7%	5%
C=CCNS(=O)(=O)c1ccc2nsnc2c1	0%	-15%	13%
c1ccc(SCc2nc3ccccc3[nH]2)cc1	-13%	-8%	2%
Cc1cc(NC(=O)C2CC(=O)N(c3ccccc3C)C2)no1 (stereo not drawn)	-3%	6%	0%
O=C(NC1CCCC1)C1CCCN1C(=O)Nc1ccccc1 (stereo not drawn)	5%	3%	3%
COc1ccc(C2CC(=O)c3c([nH]c(C(=O)OC4CCCC4)c3C)C2)cc1OC (stereo not drawn)	14%	18%	·
CCOC(=O)C1CCCC(NS(=O)(=O)c2ccc(NC(C)=O)cc2)C1 (stereo not drawn)	-11%	-3%	-6%
CN(C)c1nc(N(C)C)n(C(=O)c2cccs2)n1	-5%	2%	0%
O=C1c2ccccc2CCC1C(O)c1ccccn1 (stereo not drawn)	-3%	-17%	-10%
Cn1c(=O)c2c(nc(CN3CCC(C(N)=O)CC3)n2Cc2c(Cl)cccc2Cl)n(C)c1=O	5%	-5%	-2%
CC(=O)N1CCN(C(=O)COC(=O)COc2ccc(C#N)cc2)CC1	-1%	-4%	-5%
Cc1ccc(CN2C(=O)c3ccccc3S(=O)(=O)c3ccc(C(=O)OCC4CCCO4)cc32)cc1 (stereo not drawn)	16%	-14%	·
COc1ccc(/C=N/n2c(-c3n[nH]c4c3CCC4)n[nH]c2=S)cc1	-2%	4%	-2%
O=C(O)CC1SC(=O)N(Cc2ccccc2)C1=O (stereo not drawn)	-1%	-7%	7%
Cc1noc(C)c1CSCC(=O)OCC(=O)Nc1sccc1C#N	-3%	-7%	4%
Cn1c(CCNC(=O)c2ccccc2F)nnc1SCc1nc2ccccc2c(=O)[nH]1	1%	-13%	2%
Cc1cc2ncn(C3CC(=O)N(C)C3=O)c2cc1C (stereo not drawn)	5%	-15%	-1%
COc1cc(Br)c(C2CC(=O)Nc3cc4c(cc32)OCCO4)cc1OC (stereo not drawn)	-9%	-15%	·
CCn1cc(CN2CCC(C(=O)Nc3cccc(-c4cscn4)c3)CC2)cn1	-3%	0%	-12%

(listing goes on)
SMILES	GCN5L2 inh	FEN1 inhibitor	N370S GC mod
N#CCN1C(=O)NC2(CCCc3sccc32)C1=O (stereo not drawn)	2%	2%	-2%
COC(=O)c1cc(-c2ccc(OC)cc2)on1	2%	6%	-5%
CC(C)(C)c1ccc(-c2noc(C(=O)NN)n2)cc1	0%	0%	2%
Nc1c(N(Cc2ccco2)C(=O)COc2ccccc2)c(=O)[nH]c(=O)n1Cc1ccccc1	1%	-3%	·
CSCCC(NC(=O)c1occc1C)C(=O)O (stereo not drawn)	-4%	6%	1%
CS(=O)(=O)Nc1ccc(C2=NN(S(C)(=O)=O)C(c3ccc4nccnc4c3)C2)cc1 (stereo not drawn)	-6%	2%	-23%
COC(=O)c1cccc(C23CC4(C2)[C@H](CN(Cc2ccc(C(F)(F)F)cc2)[C@@H]4c2ccccc2)C3c2ccc(C(F)(F)F)cc2)c1 (stereo partly drawn)	4%	-15%	-6%&4%
Cc1ccc(S(=O)(=O)N2CCN(C(=O)c3ccnn3C)CC2)cc1C	-16%	-21%	-11%
O=[N+]([O-])c1ccc2c(c1)nnn2-c1ccccc1	3%	-5%	-23%
CN(C)c1ccc(-c2cc(C3C4C=CCCC4(C)C(=O)N3Cc3ccccc3)ccc2F)cc1 (stereo not drawn)	·	3%	2%
CC1CCCC(C)N1C(=O)COc1ccccc1F (stereo not drawn)	-2%	0%	9%
Cc1cc(C2=NNC(=NC3CC3)SC2)c(C)n1-c1c(C)n(C)n(-c2ccccc2)c1=O	-1%	3%	16%
CCOC(=O)N=S(=O)(Oc1ccc([N+](=O)[O-])cc1)c1ccc(Cl)cc1 (stereo not drawn)	-6%	-18%	11%
CCC(CC)c1nnc(NC(=O)CS(=O)(=O)c2ccccc2)s1	0%	6%	3%
Cc1cc(C)c(NC(=O)Cn2c(=O)n(CC3CCCO3)c(=O)c3ccccc32)c(C)c1 (stereo not drawn)	2%	-20%	·
Cc1ccc(N2CCN(C(=O)CCc3c(C)nc4ncnn4c3C)CC2)c(C)c1	-10%	2%	·
CCc1cccc(OCCCN2C(=O)NC(C)(C)C2=O)c1	-6%	8%	2%
COc1ccc(CCNC(=O)C2CCN(S(=O)(=O)c3cccc4nonc34)CC2)cc1OC	0%	0%	-6%
Cc1cc(C)n(CCNC(=O)C2CCC(=O)N(Cc3ccc(Cl)cc3)C2)n1 (stereo not drawn)	-3%	15%	-3%
NC1=NC(=Nc2cccc(S(N)(=O)=O)c2)c2ccccc21	1%	-1%	-11%
COC(=O)\C(C(C)=O)=C(/C=C/C=C/N(C)C)N(C)C	-6%	5%	-4%
Cn1nc(CSc2ccccc2)c(C=O)c1Cl	-6%	2%	7%
CN(C(=O)CSc1ccncc1)C1CCCN(Cc2ccccc2F)C1 (stereo not drawn)	?	-5%	-4%
c1cc2c3c(cccc3c1)NC1(CCC3(CC1)Nc1cccc4cccc(c14)N3)N2	0%	-17%	-9%
CCN(CC)CCNC(=O)Cn1c(C)cc2ccccc2c1=O	3%	-10%	-18%

(more compounds)
SMILES	GCN5L2 inh	FEN1 inhibitor	N370S GC mod
COc1ccc(N=C2C(=Nc3ccc(OC)cc3)N(c3ccc(OC)cc3)C(=S)N2c2ccccc2)cc1	5%	-5%	-3%
COc1ccc(CC2(CO)CCN(Cc3ccncc3)CC2)cc1	-1%	-1%	-14%
CCOC(=O)C(CC)n1cnc2c(nnn2-c2ccc(F)cc2)c1=O (stereo not drawn)	1%	-7%	0%
CCOc1cc(C(=S)N2CCOCC2)ccc1OS(=O)(=O)c1ccc(C)cc1	-1%	-10%	11%
Cc1cc(NC(=O)COC(=O)CSc2nc3cc(Cl)ccc3n2Cc2ccccc2)no1	-4%	-6%	3%[2.35 µM]
COc1ccc(C(=O)CN(C(=O)c2ccc(Cl)cc2)N2C(=O)c3ccccc3C2=O)cc1	-4%	0%	-18%
CCOc1ccccc1NC(=S)NCC1CCCO1 (stereo not drawn)	-1%	0%	-18%
COc1ccc(S(=O)(=O)N2CCC(C(=O)Nc3cc(C(F)(F)F)ccc3Cl)CC2)cc1	-2%	3%	·
Cc1cc(C)c(S(=O)(=O)NCCc2ccccc2)c(C)c1	-15%	-12%	16%
N#CCCN1CCN(S(=O)(=O)c2ccc(S(=O)(=O)N3CCCCCC3)cc2)CC1	-5%	24%	3%
CCCn1c(NC(=O)CSCC(=O)Nc2cc(C)on2)nc2ccccc21	-22%	1%	-12%
CC12CN3CC(C)(CN(C1)C3c1ccc([N+](=O)[O-])o1)C2 (stereo not drawn)	0%	-3%	6%
COc1ccccc1NC(=S)N1CCN(c2cccc(C)c2C)CC1	-18%	-9%	-6%
CCOc1cc(N2CCOCC2)c(OCC)cc1NC(=O)c1ccc(OCc2c(C)noc2C)c(OC)c1	2%	12%	-2%

Some of these compounds in order of length of the SMILES, high to low:
SMILES	GCN5L2 inh	FEN1 inhibitor	N370S GC mod
N#CCCN1CCN(S(=O)(=O)c2ccc(S(=O)(=O)N3CCCCCC3)cc2)CC1	-5%	24%	3%
CC12CN3CC(C)(CN(C1)C3c1ccc([N+](=O)[O-])o1)C2 (stereo not drawn)	0%	-3%	6%
Cc1cc(C)c(S(=O)(=O)NCCc2ccccc2)c(C)c1	-15%	-12%	16%

Rows were taken by chance; about 0.54% have a hit in one of these screens.
